# Screening data (PubChem)
# Bim-Mcl-1: disrupts Bim peptide binding to human Mcl-1. Q07820. Bead-based flow cytometry, Bim peptide-Mcl-1 binding. inhibition, % at 10 µM. actives 0.1% (n = 190,000); in the data active = inhibition above about 40%;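 note: 0% = no compound tracer wells and 100% = peptide blocker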
# RGS7-Gao: regulators of human RGS7-Galphao interaction; P09471; Multiplexed bead flow cytometry, RGS7-Galphao binding; actives lie on both sides; binding response (% of control), % at 10 µM; actives 0.35% (n = 220,000); AID 1439; in the data active = binding response below about 49% or above about 150%; inconclusive = no clear call, values can overlap the other calls; inactive = in between;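 note: fluorescent Galphao held in activated GDP-AlF4 state binding bead-coupled RGS7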
# RGS4-Gao reg: human RGS4-Galphao interaction regulation. P09471. Multiplexed bead flow cytometry, RGS4-Galphao binding; actives lie on both sides. binding response (% of control), % at 10 µM. actives 0.33% (n = 220,000). AID 1415; in the data active = binding response below about 49% or above about 150%; inactive = in between;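 note: fluorescent Galphao activated with aluminum fluoride binding bead-coupled RGS4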
# Mcl1-Bid inh: Mcl-1/Bid interaction inhibition. inhibition, % at 21.7 µM. TR-FRET Mcl-1/Bid-Dy647 peptide binding, 1536-well. Q07820. actives 0.97% (n = 220,000);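 active = compounds that cut the binding signal by more than half at the single screening dose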;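 note: His-tagged Mcl-1 with europium anti-His antibody binding Bid BH3 peptide; 0% = Mcl-1 plus peptide wells and 100% = peptide-only wells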
# ABCG2 inh: human ABCG2 inhibition, ABCB1 as counter-screen | Q9UNQ0 | IgMXP3 cells, JC-1 efflux, flow cytometry | inhibition, % at 6.6 µM | actives 0.1% (n = 190,000) | AID 1325;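 active = inhibition above 80%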;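 note: 0% = DMSO and 100% = nicardipine control wells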
#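 Incubation: cells with compound and JC-1, 10 min at 25 °C, rotating, no wash / Test system: IgMXP3 (ABCG2) plus far-red-tagged CCRF-Adr (ABCB1) cells / Compound dosing: one concentration, 6.6 µM final / Also added: JC-1 fluorescent substrate / Evaluation: efflux inhibition in percent versus controls / Detection: flow cytometry, 530 nm JC-1 signal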
# GSH bead fluor: compound fluoresces at 488/530 nm on GSH beads. GSH beads flow cytometry, compound fluorescence 488/530 nm; active compounds read high. fluorescence (KMESF) at 10 µM. actives 0.25% (n = 190,000). AID 1776; in the data active = fluorescence above about 89;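 note: glutathione beads carrying GST-tagged Bcl family fusion proteins plus one bare bead set; values are compound well signal with DMSO vehicle wells as background; inactives centre near 16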
# ABCB1 block: blocks JC-1 efflux by human ABCB1 transporter | AID 1326 | inhibition, % at 6.6 µM | CCRF-Adr cells, flow cytometry | actives 0.067% (n = 190,000); in the data active = inhibition above about 40%;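 note: 0% = vehicle and 100% = reference inhibitor; higher value means more JC-1 retained so stronger ABCB1 efflux block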
# Target sequence (P08183 whole entry, looked up): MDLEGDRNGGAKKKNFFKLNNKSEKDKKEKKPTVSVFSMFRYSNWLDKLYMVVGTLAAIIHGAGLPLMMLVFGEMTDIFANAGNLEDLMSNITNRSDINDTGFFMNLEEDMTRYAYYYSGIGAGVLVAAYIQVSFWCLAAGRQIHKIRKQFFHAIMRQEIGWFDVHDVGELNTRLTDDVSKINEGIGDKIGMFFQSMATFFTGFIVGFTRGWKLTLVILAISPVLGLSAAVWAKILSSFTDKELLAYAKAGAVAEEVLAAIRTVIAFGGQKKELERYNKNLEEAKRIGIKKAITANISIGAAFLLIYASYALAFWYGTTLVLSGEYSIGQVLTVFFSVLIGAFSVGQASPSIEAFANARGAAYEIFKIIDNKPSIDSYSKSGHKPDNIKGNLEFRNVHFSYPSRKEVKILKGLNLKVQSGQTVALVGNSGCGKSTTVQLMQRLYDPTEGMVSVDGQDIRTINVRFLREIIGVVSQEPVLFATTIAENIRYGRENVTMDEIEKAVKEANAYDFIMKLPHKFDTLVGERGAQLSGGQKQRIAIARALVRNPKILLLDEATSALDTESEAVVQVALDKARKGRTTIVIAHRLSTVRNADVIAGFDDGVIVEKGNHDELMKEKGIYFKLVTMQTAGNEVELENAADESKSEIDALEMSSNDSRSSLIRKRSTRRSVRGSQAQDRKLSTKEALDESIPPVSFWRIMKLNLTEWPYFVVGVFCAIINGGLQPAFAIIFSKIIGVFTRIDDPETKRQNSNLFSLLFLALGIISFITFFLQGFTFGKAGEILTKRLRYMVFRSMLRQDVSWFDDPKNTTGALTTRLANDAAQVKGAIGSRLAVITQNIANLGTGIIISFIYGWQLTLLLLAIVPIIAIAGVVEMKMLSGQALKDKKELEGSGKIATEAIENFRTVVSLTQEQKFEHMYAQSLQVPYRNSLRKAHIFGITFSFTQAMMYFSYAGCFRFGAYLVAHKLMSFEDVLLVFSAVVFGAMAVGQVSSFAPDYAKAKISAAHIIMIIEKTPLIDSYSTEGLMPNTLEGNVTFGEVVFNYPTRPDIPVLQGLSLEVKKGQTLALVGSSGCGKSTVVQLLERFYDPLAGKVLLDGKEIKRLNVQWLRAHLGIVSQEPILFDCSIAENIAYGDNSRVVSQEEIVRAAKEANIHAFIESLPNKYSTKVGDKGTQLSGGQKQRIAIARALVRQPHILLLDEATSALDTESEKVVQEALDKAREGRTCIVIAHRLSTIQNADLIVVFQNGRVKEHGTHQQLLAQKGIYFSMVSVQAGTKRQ
# Mcl1-Noxa inh: Mcl-1/Noxa interaction inhibition; inhibition, % at 21.7 µM; Q07820; TR-FRET Mcl-1/Noxa peptide binding, 2 h; actives 1.5% (n = 220,000);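 active = compounds that cut the protein-peptide binding signal by more than 50% relative to plate controls in a single-dose test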;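 note: His-tagged Mcl-1 with rhodamine Noxa BH3 peptide and terbium anti-His antibody; 0% = Mcl-1 plus Noxa peptide wells and 100% = peptide-only wells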
# Pf gamet viab: inhibitors of late stage P. falciparum gametocyte viability | actives 0.065% (n = 150,000) | inhibition, % at 10.9 µM | AID 743093 | P. falciparum stage V gametocytes, ATP luminescence, 24 h;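 active = inhibition above the mean plus 3 SD of compounds within the control limits, set per campaign, cut at about 38% in these data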;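 note: 0% = DMSO wells and 100% = medium only without gametocytes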
# RGS8-Gao: modulates binding of RGS8 to human Galphao; multiplexed bead flow cytometry; actives lie on both sides; response (percent of control binding), % at 10 µM; P09471; actives 0.34% (n = 220,000); in the data active = response below about 60% or above about 140%; inactive = in between;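 note: Galphao activated as the GDP aluminium fluoride complex binding bead-coupled RGS8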
# Avidin fluor: avidin bead compound fluorescence profile. Avidin beads, compound fluorescence 488/530 nm, flow cytometry; active compounds read high. AID 1775. fluorescence (KMESF) at 10 µM. actives 0.38% (n = 220,000); in the data active = fluorescence above about 47; note: inactives centre near 10
# Numbers without * were called inactive; ? = inconclusive; / = no result given.
SMILES,Bim-Mcl-1,RGS7-Gao,RGS4-Gao reg,Mcl1-Bid inh,ABCG2 inh,GSH bead fluor,ABCB1 block,Mcl1-Noxa inh,Pf gamet viab,RGS8-Gao,Avidin fluor
O=C(Nc1cc(C(F)(F)F)ccc1F)C1CCCC1,-3,101,99,-6,2,16,0.5,-8,/,113,24
COc1ccc2c(OC)cc(-c3ccccc3)nc2c1,-3,105,109,19,12,67,0.4,17,/,107,7
CCOC(=O)c1sc2cccc(Cl)c2c1N,1,99,97,-28,-1,16,-0.2,15,/,92,17
Cc1cc(Br)ccc1OCCn1ccnc1,-2,104,102,19,9,4,0.6,28,-32,101,14
Cc1ccc(N2CC(C(=O)Nc3ccc(S(=O)(=O)Nc4nccs4)cc3)CC2=O)cc1 (stereo unspecified),-1,102,104,-16,0,15,0.1,10,7,102,9
COc1ccc(NC(=O)CSc2nnc(-c3ccccc3F)n2C2CC2)cc1S(N)(=O)=O,-3,106,104,-2,3,74,0.7,4,10,101,10
Cc1ccc(-c2cc3ccccc3nc2N2CCCC2)cc1,-3,106,103,1,4,42,0.7,7,/,102,10
CC(C(=O)OCC(=O)Nc1ccc2c(c1)OCO2)N1C(=O)c2ccccc2C1=O (stereo unspecified),0,97,102,-73,6,35,0.9,13,13,99,7
CCC1=NN=C(c2ccc(F)cc2)C(c2c[nH]c3ccccc23)N1O (stereo unspecified),/,100,102,-2,20,27,2.1,1,/,103,7
Cc1ccc(S(=O)(=O)NCC(=O)N/N=C/c2ccccc2O)cc1,2,103,101,-72,2,10,0.2,-17,/,103,11
Cc1cc(C(=O)NCC2CCCO2)n(-c2ccccc2)n1 (stereo unspecified),0,99,100,-12,2,23,1.2,9,/,104,7
O=C(CN1CCCC1)Nc1c2c(cc3c1CCC3)CCC2,1,96,98,11,-1,14,3.2,23,-31,97,4
O=C(CSc1cccc2cccnc12)N1CCCC1,0,103,104,4,3,26,0.6,-13,-3,101,17
CN(NS(=O)(=O)c1ccc(F)cc1)c1ncc(C(F)(F)F)cc1Cl,-2,97,97,-10,5,8,0.5,-26,5,100,24
CCOc1cc(C(=O)Nc2ccc3c4c(cccc24)C(=O)N3CC)cc(OCC)c1OCC,9,101,100,34,3,22,1.4,8,-7,101,11
Cc1ccc(CS/C(Nc2ccccc2C)=C(\C#N)C(N)=O)c(C)c1,1,92,91,-21,4,8,0.6,3,2,95,10
Cc1ccc(N2CC(C(=O)OCc3ccc([N+](=O)[O-])cc3)CC2=O)cc1 (stereo unspecified),-5,104,103,-34,12,22,0.8,-3,/,103,13
CCOC(=O)/C(=C\c1ccc(Cl)cc1)c1nc2sc(C)c(C)c2c(=O)[nH]1,13,106,110,16,0,10,0.2,22,18,107,17
COCCNC(=O)c1ccccc1-c1nc(-c2ccccc2Cl)no1,0,103,103,-5,2,9,0.4,4,/,113,15
CCN(C(=O)CSc1nc2nc(C)cc(C)n2n1)c1ccccc1,8,101,101,9,13,29,0.9,1,/,100,11
CCC1CCCCN1C(=O)Cn1c(C(=O)OC)cc2ccsc21 (stereo unspecified),-3,101,102,-15,5,39,1.1,20,/,102,13
O=C(O)c1cccc(NC(=S)NC(NC(=O)c2ccco2)C(Cl)(Cl)Cl)c1 (stereo unspecified),/,?,96,-25,/,/,/,-28,24,95,6
CNC(=S)Nc1ccc(OCc2ccccc2)cc1,-1,103,101,-65,7,12,0.8,32,-12,99,6
Cc1ccc(-c2nc3c(c(=O)[nH]c(=O)n3CC(C)C)n2CC(C)C)cc1[N+](=O)[O-],3,100,101,4,10,29,5.2,11,-3,90,8
O=C(O)c1ccccc1-n1cnnn1,/,?,102,0,/,/,/,-7,17,102,9
CCOc1ccccc1Oc1cn[nH]c1-c1ccc(OC)cc1O,0,98,99,-28,7,54,0.9,15,/,101,8
CCSc1nnc(NC(=O)C2CC2c2ccccc2)s1 (stereo unspecified),-7,106,103,-11,9,12,0.6,12,-5,102,22
O=C(On1c(-c2ccccc2)nc2ccccc2c1=O)c1ccco1,1,91,100,-20,-2,16,-0.4,5,/,97,25
C/C(CC(O)c1ccc2ccccc2n1)=N/O (stereo unspecified),2,99,102,-3,7,12,0.4,4,18,103,13
CC(=O)c1ccc(Oc2ccc(C(=O)c3ccc(C)c(C)c3)cc2[N+](=O)[O-])cc1,-2,94,93,-3,2,22,0.3,2,/,88,6
c1ccc(-c2nc3cnccn3c2Nc2ccc3c(c2)OCCO3)cc1,2,101,101,-22,11,10,1.9,0,/,102,36
Nc1nc(Cl)cc(NCCc2ccccc2)n1,1,100,105,-16,1,10,-0.2,-28,2,105,23
CS(=O)(=O)c1ccc(N)cc1,0,98,101,-21,1,21,0.4,2,/,102,7
CCOc1cc(/C=N/Nc2nncc(-c3ccccc3)n2)ccc1O,6,105,102,-43,1,5,-0.1,33,/,105,19
Cc1cc(C(F)F)nn1CC(=O)NC1C(=O)N2C(C(=O)O)=C(CSc3nnnn3C)CSC12 (stereo unspecified),0,132,113,-19,-1,64,-0.3,18,-6,97,58*
CC(C)Cn1cc(Cl)c(=O)n(CC(C)C)c1=O,2,103,103,-4,0,25,0.1,3,6,106,11
O=C(CSc1nccc(=O)[nH]1)N1CCc2ccccc2C1,-3,101,103,-2,24,25,1.4,5,3,100,13
CCOCCCNS(=O)(=O)c1ccccc1,-4,96,97,-31,-1,17,0.2,-2,7,97,2
Cc1nn(CC(N)=O)c(=O)c2ccccc12,-3,99,102,-12,4,32,0.2,1,/,103,10
COc1cc(OC)c(N(C)S(=O)(=O)c2cccc(C(=O)Nc3nnc(C4CC4)s3)c2)cc1Cl,/,?,104,-11,/,/,/,4,-17,103,14
C/C=C/C(=O)OCC(=O)Nc1cc(OC)c([N+](=O)[O-])cc1C,0,?,88,-20,12,9,0.8,-5,-12,90,10
CCCCn1c(C(C)NC(=O)CCC)nc2ccccc21 (stereo unspecified),-1,104,103,-18,2,24,0.6,-1,/,103,6
COc1cc2c(ccc3cc(OC)c(OC)c(O)c32)cc1O,/,?,106,-21,/,/,/,107*,/,106,8
CC(CCc1ccccc1)NC(=O)CN1CCN(Cc2ccc(Cl)cc2)C1=O (stereo unspecified),0,95,98,-8,2,20,0.8,11,/,100,8
CCC(=O)NC(=S)Nc1ccc(NC(=O)COc2ccc(Cl)c(C)c2)cc1,-4,101,99,-37,-2,7,-0.2,9,/,91,9
CCCCOc1ccc(OCCNS(=O)(=O)N(C)C)cc1,3,98,95,3,8,22,1.0,9,4,96,2
CC(C)(C)n1nnnc1C(c1ccncc1)N1CCCCCC1 (stereo unspecified),-1,99,100,-23,2,11,0.5,-15,/,98,16
CS(=O)(=O)N(CC(=O)NCC1CCCO1)c1cc(Cl)cc(Cl)c1 (stereo unspecified),2,103,109,-2,1,35,0.8,2,18,104,9
O=C(CN(C1CCCCC1)S(=O)(=O)c1ccccc1)NCc1ccco1,-2,102,105,-23,12,12,2.5,3,/,116,17
CC(C)n1nc(C(=O)NCc2ccc3c(c2)OCO3)c2ccccc2c1=O,4,98,96,-21,1,10,1.1,-2,/,100,4
# (listing goes on)
SMILES,Bim-Mcl-1,RGS7-Gao,RGS4-Gao reg,Mcl1-Bid inh,ABCG2 inh,GSH bead fluor,ABCB1 block,Mcl1-Noxa inh,Pf gamet viab,RGS8-Gao,Avidin fluor
COCc1ccc(CN2CCCC(CCC(=O)NCc3ccc(C)o3)C2)o1 (stereo unspecified),-5,99,101,-18,0,15,0.2,14,-18,97,7
O=S(=O)(c1ccc(F)cc1)N1CCN(C(=S)NCc2ccccc2)CC1,-4,106,99,-26,0,21,0.0,8,-24,105,8
O=C(CCC(=O)N1CCN(S(=O)(=O)c2ccc(Cl)cc2)CC1)NCc1ccccc1,-1,97,99,-11,7,4,1.9,18,14,97,12
COC(=O)c1c(N(S(C)(=O)=O)S(C)(=O)=O)sc2c1CCN(c1ncc(C(F)(F)F)cc1Cl)C2,-3,103,105,-23,18,34,0.7,8,/,104,15
O=C(CC1S/C(=N/N=C/c2cccs2)NC1=O)Nc1ccccc1F (stereo unspecified),1,?,104,-34,4,15,1.1,13,-12,103,10
CCOC(=O)c1cc(C#N)c(Nc2ccc(C)cc2)nc1C(F)(F)F,/,?,94,-4,/,/,/,12,5,96,8
O=C(C1CCN(S(=O)(=O)c2cccc3nsnc23)CC1)N1CCN(c2ccccc2F)CC1,-3,102,101,-11,0,32,0.1,5,/,105,11

# Part of the list above in another layout.
structure | Bim-Mcl-1 | RGS7-Gao | RGS4-Gao reg | Mcl1-Bid inh | ABCG2 inh | GSH bead fluor | ABCB1 block | Mcl1-Noxa inh | Pf gamet viab | RGS8-Gao | Avidin fluor
CCC(=O)NC(=S)Nc1ccc(NC(=O)COc2ccc(Cl)c(C)c2)cc1 | -4 | 101 | 99 | -37 | -2 | 7 | -0.2 | 9 | / | 91 | 9
CCCCOc1ccc(OCCNS(=O)(=O)N(C)C)cc1 | 3 | 98 | 95 | 3 | 8 | 22 | 1.0 | 9 | 4 | 96 | 2
CC(C)(C)n1nnnc1C(c1ccncc1)N1CCCCCC1 (stereo unspecified) | -1 | 99 | 100 | -23 | 2 | 11 | 0.5 | -15 | / | 98 | 16
CS(=O)(=O)N(CC(=O)NCC1CCCO1)c1cc(Cl)cc(Cl)c1 (stereo unspecified) | 2 | 103 | 109 | -2 | 1 | 35 | 0.8 | 2 | 18 | 104 | 9
O=C(CN(C1CCCCC1)S(=O)(=O)c1ccccc1)NCc1ccco1 | -2 | 102 | 105 | -23 | 12 | 12 | 2.5 | 3 | / | 116 | 17
CC(C)n1nc(C(=O)NCc2ccc3c(c2)OCO3)c2ccccc2c1=O | 4 | 98 | 96 | -21 | 1 | 10 | 1.1 | -2 | / | 100 | 4
COCc1ccc(CN2CCCC(CCC(=O)NCc3ccc(C)o3)C2)o1 (stereo unspecified) | -5 | 99 | 101 | -18 | 0 | 15 | 0.2 | 14 | -18 | 97 | 7
O=S(=O)(c1ccc(F)cc1)N1CCN(C(=S)NCc2ccccc2)CC1 | -4 | 106 | 99 | -26 | 0 | 21 | 0.0 | 8 | -24 | 105 | 8
O=C(CCC(=O)N1CCN(S(=O)(=O)c2ccc(Cl)cc2)CC1)NCc1ccccc1 | -1 | 97 | 99 | -11 | 7 | 4 | 1.9 | 18 | 14 | 97 | 12
COC(=O)c1c(N(S(C)(=O)=O)S(C)(=O)=O)sc2c1CCN(c1ncc(C(F)(F)F)cc1Cl)C2 | -3 | 103 | 105 | -23 | 18 | 34 | 0.7 | 8 | / | 104 | 15

# Compounds as they come, and some 3.3% of all compounds hit somewhere here.
